PTHR1 agonist = PTHR1 (human) receptor agonism | HEK293 GP2 PTHR1 cells, GloSensor cAMP luminescence, 1 h | Potency, µM (doses to about 115 µM), without a hit: at the highest dose activation, hits mostly activators | 410,000 compounds, 0.075% hits | AID 743266; also: potency is read from the fitted curve at half-maximal effect; nearly all actives have a fitted effect of over 55% in size; some results filed as inactive show a strong effect at the top dose; inactives centre near -15; many of its hits are not listed in these tables
Target sequence (Q03431 whole entry, looked up): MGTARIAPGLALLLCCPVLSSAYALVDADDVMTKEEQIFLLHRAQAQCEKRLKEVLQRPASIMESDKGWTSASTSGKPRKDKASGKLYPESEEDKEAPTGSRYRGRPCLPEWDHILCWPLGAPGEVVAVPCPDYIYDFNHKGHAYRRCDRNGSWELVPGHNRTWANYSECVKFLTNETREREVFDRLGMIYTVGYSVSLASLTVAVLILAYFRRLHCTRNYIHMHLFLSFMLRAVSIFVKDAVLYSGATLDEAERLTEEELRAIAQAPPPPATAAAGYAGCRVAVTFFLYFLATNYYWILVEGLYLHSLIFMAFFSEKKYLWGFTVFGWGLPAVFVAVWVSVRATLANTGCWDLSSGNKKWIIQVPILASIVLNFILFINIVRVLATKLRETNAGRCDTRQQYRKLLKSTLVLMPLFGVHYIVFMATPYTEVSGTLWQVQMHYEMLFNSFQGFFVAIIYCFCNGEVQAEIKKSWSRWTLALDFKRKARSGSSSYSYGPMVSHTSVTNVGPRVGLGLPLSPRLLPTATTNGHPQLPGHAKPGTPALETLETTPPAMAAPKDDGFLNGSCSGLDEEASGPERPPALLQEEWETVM
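HEK-293-derived GP2 cells expressing PTHR1 and a GloSensor cAMP reporter, 3,000/well, plated overnight, given luciferin plus IBMX (each 0.5 mM as added) for 1 h at 37 °C, then compound for 1 h at 37 °C. Luminescence was read after 15 min at room temperature.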
aSyn rescue = inhibitors of alpha-synuclein toxicity in yeast. Yeast expressing alpha-synuclein, growth rescue, BacTiter-Glo, 24 h. Potency, µM (top dose mostly 46.1 µM), for the others: at the highest dose growth rescue (activation), most hits filed as activators. 370,000 compounds, 0.14% hits; also: potency is read from the fitted curve at half-maximal effect; % of control where 0% means no effect; nearly all actives have a fitted effect of over 65% in size
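Screening used galactose-induced yeast with toxic alpha-synuclein levels, exposed to compound for 24 hr at 30 deg C. Cell growth, read with BacTiter-Glo luminescence, gave the measured signal.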
GLP1R inv ag = inverse agonists of human GLP-1 receptor. P43220. HEK293 GLP-1R CRE-luciferase, luminescence, 24 h; GLP-1R form is constitutively active. Potency, µM (titrated, usually from 38.3 µM), inactives show at the top dose activity change, negative = inhibition, actives largely listed as inhibitors. 410,000 compounds, 1.6% hits. AID 624417; also: potency is read from the fitted curve at half-maximal effect; % is scaled to controls: 0 for no effect and ±100 for the full control effect; nearly all actives have a fitted effect of over 55% in size
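Seeding at 200 cells/uL, 12 h culture, 24 hr compound treatment, then luciferase reagent and a luminescence read; cells are HEK293 stably expressing a constitutively active GLP-1R plus cAMP-responsive luciferase.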
GLP1R ag = agonists of human GLP-1 receptor; HEK293 GLP-1R CRE-luciferase, luminescence, 4-6 h; cells express a hypersensitive GLP-1R form; 380,000 compounds, 0.007% hits; Potency, µM (doses to about 45.6 µM), without a hit: at the highest dose activation, usual class: activators; AID 624172; also: potency is read from the fitted curve at half-maximal effect; % of control where 0% means no effect
D3 ag = D3 dopamine receptor (human) agonism | 410,000 compounds, 0.58% hits | D3R DiscoveRx beta-arrestin cells, luminescence, 90 min | P35462 | max activation, %; in the data active = max activation above about 30%; also: 0% is about no effect; mostly tested at two doses, the higher about 12 µM
Target sequence (P35462 whole entry, looked up): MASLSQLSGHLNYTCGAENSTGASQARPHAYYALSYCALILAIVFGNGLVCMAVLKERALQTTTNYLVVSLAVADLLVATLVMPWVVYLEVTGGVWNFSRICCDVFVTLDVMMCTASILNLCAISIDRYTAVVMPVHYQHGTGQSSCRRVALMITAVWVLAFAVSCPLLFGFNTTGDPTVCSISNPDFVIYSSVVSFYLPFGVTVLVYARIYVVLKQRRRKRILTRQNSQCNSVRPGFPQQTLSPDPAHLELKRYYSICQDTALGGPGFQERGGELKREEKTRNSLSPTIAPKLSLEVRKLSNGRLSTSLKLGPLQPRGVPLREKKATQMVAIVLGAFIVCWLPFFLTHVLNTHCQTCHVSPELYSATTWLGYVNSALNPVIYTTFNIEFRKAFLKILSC
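Cells at 1500/well, incubated overnight, then treated with pinned compounds (dopamine as control) for 90 min at 37 degrees C. DiscoveRx reagent added for 30 - 60 minutes at room temperature; luminescence read.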
TDP-43 yeast inh = inhibitors of TDP-43 toxicity in yeast. TDP-43 expressing yeast growth rescue, BacTiter-Glo, 24 h. Potency, µM (series often up to 46.1 µM), without a hit: top-dose growth rescue (activation), hits mostly activators. 410,000 compounds, 1.8% hits. AID 652104; also: potency is read from the fitted curve at half-maximal effect; % of control where 0% means no effect; nearly all actives have a fitted effect of over 50% in size
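In this qHTS, compounds that restore growth of yeast expressing TDP-43 appear as activators. Cells (OD600=0.02, galactose medium, raffinose-pregrown) are incubated with compound 24 hr at 30 deg C and growth is quantified by BacTiter-Glo.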
DRD3 antagonist = blocks the human D3 dopamine receptor. 360,000 compounds, 2.5% hits. P35462. max response, negative = inhibition, %. AID 652054. D3R cells, DiscoveRx beta-arrestin luminescence, antagonist mode; active compounds read low; in the data active = max response below about -50%; inconclusive = no clear call, values can overlap the other calls; also: % is scaled to controls: 0 for no effect and ±100 for the full control effect; mostly tested at two doses, the higher about 12 µM
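Cells plated overnight at 1500 cells/well, then exposed to library compounds with dopamine controls for 90 minutes at 37 degrees C. DiscoveRx reagent added for 30–60 minutes at room temperature; luminescence read, quantitative HTS format.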
HEK293 tox = cytotoxicity counter-screen for GLP-1 receptor inverse agonists; 410,000 compounds, 0.13% hits; HEK293 cAMP-luciferase reporter cells, luminescence, 24 h; Potency, µM (top dose mostly 38.3 µM), for the others: at the highest dose activity change, negative = inhibition, actives largely listed as inhibitors;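 also: loss of luciferase light is scored as toxicity; potency is read from the fitted curve at half-maximal effect; % is scaled to controls: 0 for no effect and ±100 for the full control effect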
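A 23 nL compound transfer followed 12 hours of cell culture at 37 deg C; exposure then lasted 24 hr. Luciferase assay detection reagent was dispensed and plates read for luminescence after a 12 min room-temperature wait.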
KB-V1 cytotox = kills drug-selected multidrug resistant KB-V1 cells. KB-V1 MDR cells viability, CellTiter-Glo, 72 h. Potency, µM (highest dose often 46.1 µM), without a hit: at the top dose activity change, negative = cytotoxicity, usual class: cytotoxic. 400,000 compounds, 3.4% hits. AID 1347076; also: potency is read from the fitted curve at half-maximal effect; % is scaled to controls: 0 for no effect and ±100 for the full control effect; nearly all actives have a fitted effect of over 60% in size
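Compound-treated KB-V1 multidrug-resistant cells, 72 h, 37 degrees C; viability by CellTiter-Glo. Fitted qHTS curves give the values.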
* hit, by the source's call; i = inactive; ? = inconclusive; / = no result given; & = joins results of further samples; [ ] = dose if it differs, or a comment. Unless noted, calls follow the shape of the dose curve; as a rule, active = well fitted curve in the direction sought with a large enough effect; inconclusive = small, poorly fitted or top-dose-only effect, or another doubt; inactive = no such curve, though single readings can be large; an effect the other way counts as inactive or inconclusive.

SMILES	PTHR1 agonist	aSyn rescue	GLP1R inv ag	GLP1R ag	D3 ag	TDP-43 yeast inh	DRD3 antagonist	HEK293 tox	KB-V1 cytotox
O=C(O)Cc1ccc(N=Cc2c(O)ccc3ccccc23)cc1	i	-1.6%	-10.0%	-0.9%	7.2	-25.8%	7.8	7.7%	-22.6%
CSc1ccccc1NC(=O)C(=O)c1c[nH]c2ccccc12	-23.8%	-4.8%	?	16.3%	-9.1	0.0%	-12.0	-0.4%	?
CN1CCC/C1=C1/C(=O)N(c2ccccc2)N=C1NC(=O)Nc1cccc(Cl)c1	-41.6%[inhibitor]	-0.6%	?	-1.2%	-8.2	8.1%	-18.4	1.0%	-5.4%
COc1ccccc1[C@@H]1C(c2ccccc2)=NN(c2ccc(Br)cc2)[C@H]1C(=O)N1CCOC1=O	-14.1%	6.1%	?	-0.6%	1.8	?	37.4	43.2%[activator]	29.9%
Nc1nonc1-n1nnc(C(=O)N/N=C/c2ccncc2)c1-c1ccccc1	i	1.5%	-12.4%	0.8%	-10.1	-21.3%	0.9	-2.6%	-1.3%
O=C(COC(=O)c1ccc(S(=O)(=O)N2CCCC2)cc1)Nc1cccc(Cl)c1	-13.5%	4.2%	7.3%	7.5%	3.3	22.5%	-0.2	-11.4%	20.1%
COc1ccc(Cc2nnc(SCC(=O)N3CCN(c4ccccc4)CC3)o2)cc1	-2.3%[57.5 µM]	0.3%	-5.4%	-2.5%	14.0	-9.2%	7.3	-15.4%	-12.5%
COc1ccc(OC(C)C(=O)N2CCN(c3ccccn3)CC2)cc1 (stereo unspecified)	-2.3%[57.5 µM]	-1.1%	-20.9%	1.0%	7.8	-4.7%	16.1	-0.5%	-2.7%
Cc1nc(-c2ccc(S(=O)(=O)N3CCN(C4c5ccccc5-c5ccccc54)CC3)s2)cs1	i	6.7%	?	-0.1%	-10.2	13.6%	-6.1	-7.6%	0.0%
CC(C)C[C@H]1CN=C(Nc2ccccc2)N1CCCCc1ccccc1	i	-6.4%	-1.2%	-1.7%	-1.7	2.9%	0.0	?	1.9%
C/C(=N\NC(=S)NC(C)C)c1ccccc1	i	-9.2%	?	12.1%	-0.9	22.8%	-3.2	?	-8.6%
Cc1ccc(S(=O)(=O)NCc2ccccc2)s1	-0.5%	2.5%	8.1%	-1.0%	-16.0	12.9%	?	0.4%	-5.1%
Cc1cc(-c2ccc(Br)cc2)n[nH]1	i	-9.8%	8.0%	-0.6%	0.8	?	5.4	-7.9%	12.0%
CN(C)CC#CCC(O)(c1ccccc1)C1CCCCC1 (stereo unspecified)	-19.2%	-6.0%	?	-2.9%	-13.1	9.9%	-55.0*	3.9%	0.0%
Nc1c(C(=O)NCc2ccco2)nnn1Cc1ccccc1	i	-1.0%	0.0%	4.6%	7.9	-6.3%	37.1	-9.1%	-16.1%
CCc1cccc(C)c1NC(=O)COC(=O)CC1CCCC1	?	3.3%	-11.7%	3.1%	5.0	-15.7%	-10.7	4.0%	-8.9%
CC1CCN(c2nc3ccc(C(=O)NCCCN4CCCCC4C)cc3s2)CC1 (stereo unspecified)	-1.1%	14.1%	?	12.8%	-4.5	17.5%	-19.9	?	-5.4%
COc1ccc(CNC(=O)C2CCN(S(=O)(=O)c3ccc4c(c3)NC(=O)CO4)CC2)cc1	?	-3.0%	-9.9%	-2.3%	0.5	-7.8%	-1.8	-0.5%	5.0%
N/C(CCN1CCCCC1)=N/O	i	-2.6%	8.5%	-4.3%	1.8	-6.6%	10.8	-16.5%	17.1%
COC(=O)c1ccc(OC(=O)CS(=O)c2ccccc2[N+](=O)[O-])cc1 (stereo unspecified)	i	9.8%	-5.6%	-3.1%	-2.9	12.6µM*	12.0	-5.7%	5.1%
COC(=O)c1ccccc1NC(=O)C1CCN(C(=O)Cc2ccccc2)CC1	-51.9%[inhibitor]	10.5%	-3.5%	4.6%	1.7	28.6%	1.9	-0.8%	?
Cc1[nH]c2ccccc2c1C(=O)CN1CCC(C(N)=O)(N2CCCCC2)CC1	-16.4%[57.5 µM]	4.8%	10.9%	-0.6%	-23.0	3.9%	-9.8	1.0%	4.2%
CCCSc1nc2sc3c(c2c(=O)n1-c1ccc(C)cc1)CCCC3	?	/	14.6%	/	-6.6	8.1%	/	-1.6%	/
CC1=C(C(=O)N2CCOCC2)C(c2ccccc2F)C2=C(CC(C)(C)CC2=O)N1 (stereo unspecified)	i	7.9%	0.0%	-3.8%	-2.4	19.1%	13.2	-11.9%	-4.9%
COc1ccc(OC)c(NC(=O)Cn2cnc3c(cnn3-c3ccccc3)c2=O)c1	i	-2.5%	8.2%	3.0%	-6.3	10.8%	-20.5	?	-22.4%
Cn1ccnc1Sc1cc(NCCCO)c([N+](=O)[O-])c2nonc12	-47.4%[inhibitor]	0.3%	-1.8%[7.66 µM]	-0.9%	-19.8	-20.5%	-112.0*	9.6%[7.66 µM]	-16.1%
COc1ccc(S(=O)(=O)N2CCC(Oc3ccc(-n4cnnn4)cc3)CC2)cc1	-16.8%	/	-8.0%	/	-5.4	-1.8%	/	-6.2%	-22.8%
CCOC(=O)c1sc(N)nc1C(C)(C)C	i	5.6%	-1.0%	3.1%	3.9	19.2%	12.0	2.3%	3.8%
O=C(Nc1nc(-c2ccccn2)cs1)c1cc(S(=O)(=O)N2CCOCC2)ccc1F	-7.3%	?	4.1%	1.8%	-27.7	21.9%	-77.1*	-6.8%	?
O=C(Nc1ccccc1N1CCCC1)c1ccc(Cl)cc1Cl	-16.9%	-18.8%	?	-0.8%	-6.4	3.3%	12.4	10.5%	-39.2%
Cc1cc(C(c2cc(C)c(N)c(C)c2)c2ccco2)cc(C)c1N	-2.0%	12.3%	?	6.6%	-3.8	-5.6%	-6.7	?	-10.5%
Cc1ccc(NC(=O)CSCC(=O)N(C)Cc2ccc(Cl)c(Cl)c2)cc1	-14.1%	19.5%	?	3.2%	4.9	?	-21.6	-27.4%	18.4µM*
Cc1ccc(-c2cc(C(=O)Nc3ccncc3)c3ccccc3n2)cc1	-9.0%	-1.7%	2.8%	-11.6%	13.8	1.7%	88.8	5.7%	?
CCCNC(=O)c1cn(CC)c2cc(N3CCN(C)CC3)c(F)cc2c1=O	-14.8%	-0.1%	-10.3%	-2.3%	4.3	4.1%	9.0	-3.8%	6.4%
O=C(N/N=C/c1ccncc1)c1ccccn1	i	1.7%	4.6%	7.2%	1.4	8.4%	3.0	0.0%	-0.1%
CN(C)c1ccc(NC(=O)CN2CCC(O)(c3ccccc3)CC2)cc1	i	-3.9%	-14.0%	5.6%	-17.4	2.1%	-79.0*	2.6%	-22.7%
CC(C)C[C@@H](CC#N)N1CCN(CCc2ccccc2)CCC1=O	i	1.1%	12.6%	-0.4%	2.4	14.8%	0.7	-0.6%	9.9%&2.5%
Cn1c(SCC(=O)N2CCCc3ccccc32)nc2ccccc2c1=O	-12.7%[57.5 µM]	-8.7%	-28.4%	-1.4%	12.1	?	45.2	-15.2%	?
CCc1ccc2nc(N(CCN(CC)CC)C(=O)c3cccs3)sc2c1	-5.1%	/	?	/	-18.7	3.3%	/	-10.4%	0.0%
COc1ccccc1CNC(=O)C(=O)NCCC1CCCCN1S(=O)(=O)c1cccs1 (stereo unspecified)	-23.1%	0.2%	?	9.6%	-3.0	0.9%	-12.3	-0.8%	-0.4%
CCN(C(=O)COC(=O)CCS(=O)(=O)c1ccccc1)c1c(N)n(Cc2ccccc2)c(=O)[nH]c1=O	-23.9%	0.1%	-10.9%	-5.1%	8.6	13.9%	8.9	-24.4%	0.0%
Cn1c(SCc2ccc(C#N)cc2)nnc1-c1ccccc1	i	-2.8%	3.7%	-0.1%	2.3	11.9%	13.0	-1.9%	-3.1%
O=C(N/N=C/c1c[nH]c2ccccc12)c1ccn(Cc2ccc(Cl)cc2)n1	-29.9%	0.9%	?	-0.7%	6.2	10.2%	-16.1	-11.4%	0.0%
CC(NC(=O)c1ccc(Cl)c(S(=O)(=O)N2CCCCCC2)c1)c1cccnc1 (stereo unspecified)	-32.3%[inhibitor]	-4.1%[1.84 µM]	4.1%	17.3%	1.9	-1.5%	-15.6	4.0%	?
CC[C@@H]1C/C=C\Cc2ccccc2[C@H](C(=O)C[C@H](O)CC(C)=O)OC1=O	-13.1%	4.6%	-3.5%	0.8%	16.2	9.6%	24.7	-13.3%	13.8%
CSc1ccc(S(=O)(=O)NCCCn2ccnc2)cc1	-4.0%	-1.9%	9.9%	13.4%	-4.6	-17.8%[1.82 µM]	-2.5	-5.7%	0.0%
C=CCNC(=O)c1onc(CSc2ccc(F)c(F)c2)c1C(=O)NCC=C	i	0.7%	?	-2.5%	10.1	?	23.6	25.1%	24.2%
CCC(CC)N1CCN(CC2CC=CCC2)CC1 (stereo unspecified)	i	1.1%	-5.4%	-1.7%	-13.0	-10.4%	?	4.1%	-3.2%
CC(=O)Cn1c(N2CCC(Cc3ccccc3)CC2)nc2c1c(=O)[nH]c(=O)n2C	-6.5%	-11.6%	0.4%	5.3%	-9.7	-1.6%	5.1	-4.8%	1.4%
COC(=O)C(CCSC)NC(=O)c1c(C)oc2ncn(CC(C)C)c(=O)c12 (stereo unspecified)	-32.4%	/	15.5%	/	1.6	6.8%	/	-2.0%	-10.4%

Not all compounds are listed, so the mix of outcomes need not match the whole.
